Screens as filed in PubChem.
Shiga toxin inh = inhibitors of Shiga toxin in Vero cells. Vero cells, Shiga toxin protein synthesis inhibition reporter. inhibition, % at 38.7 µM. 9.2% of 290,000 active; in the data active = inhibition mostly above about 28%, no sharp cut-off; inactive = mostly below about 43%; note: 0% is about no effect
Pf growth 48h = P. falciparum growth inhibition at 48 hours (one generation). 5.9% of 310,000 active. P. falciparum luciferase growth in erythrocytes, 48 h. Potency, µM (top dose mostly 28.7 µM), inactives show top-dose activity change, negative = inhibition, hits mostly inhibitors; note: potency is the fitted concentration of half-maximal effect; % is set by controls: 0 for no effect and ±100 for the full control effect
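Compounds are pin-transferred into medium, infected erythrocytes (2% hematocrit, 0.1% parasitemia final) are added, and plates sit one parasite generation at 37 C in 5% CO2. Detection reagent is then added and luminescence measured.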
FBPA Giardia inh = inhibitors of Giardia lamblia fructose-1,6-bisphosphate aldolase; A8B2U2; purified Giardia FBPA; Potency, µM (doses to about 59.6 µM), without a hit: at the highest dose activity, negative = inhibition, hits mostly inhibitors; 0.71% of 290,000 active; AID 2451; note: potency is the fitted concentration of half-maximal effect; % is set by controls: 0 for no effect and ±100 for the full control effect; nearly all actives have a fitted effect of over 55% in size
Target sequence (A8B2U2 whole entry, looked up): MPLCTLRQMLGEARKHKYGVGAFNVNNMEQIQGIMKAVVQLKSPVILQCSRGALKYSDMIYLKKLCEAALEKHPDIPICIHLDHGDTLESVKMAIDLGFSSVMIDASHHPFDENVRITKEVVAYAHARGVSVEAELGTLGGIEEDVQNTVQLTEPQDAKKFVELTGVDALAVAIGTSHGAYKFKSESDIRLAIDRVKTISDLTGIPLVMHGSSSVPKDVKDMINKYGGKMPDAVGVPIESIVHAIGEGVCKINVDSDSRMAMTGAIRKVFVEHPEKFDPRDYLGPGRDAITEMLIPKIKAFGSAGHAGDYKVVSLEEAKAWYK
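Giardia FBPA (40 nM reagent) was preincubated 10 min at RT with compound (up to 57.5 uM final), then substrate plus GAPDH/TPI/NAD/arsenate coupling system with diaphorase/resazurin was added; resorufin fluorescence (525/598 nm) was read after 20 min.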
Pf growth 96h = P. falciparum growth inhibition at 96 hours | P. falciparum luciferase reporter growth, 96 h | 6.9% of 320,000 active | AID 504834 | Potency, µM (series often up to 28.7 µM), for inactives: at the highest dose activity change, negative = inhibition, most hits filed as inhibitors; note: potency is the fitted concentration of half-maximal effect; % is set by controls: 0 for no effect and ±100 for the full control effect
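Cell-based qHTS: luciferase-tagged P. falciparum in erythrocytes (2% hematocrit, 0.05% parasitemia final) incubated with compounds for 96 hours, 37 C, 5% CO2; luciferase detection reagent then added and luminescence measured.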
CHX counter = affects cycloheximide protein synthesis inhibition readout, counter-screen. cell reporter, cycloheximide protein synthesis inhibition counterscreen. 12% of 300,000 active. max response, %; in the data active = max response mostly above about 13%, no sharp cut-off; inactive = mostly below about 14%; note: read at 38.3 µM for the half of the compounds with a filed dose; 0% is about no effect
HCV inhibitor = inhibitors of hepatitis C virus infection. 3.4% of 340,000 active. AID 651820. Potency, µM (series often up to 41.8 µM), inactives show at the top dose activity change, negative = inhibition, hits mostly inhibitors. Huh7.5.1 HCVcc-Cre infection, luciferase reporter, 44 h; note: potency is the fitted concentration of half-maximal effect; % is set by controls: 0 for no effect and ±100 for the full control effect
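Cells (1,000/well) were plated 4 h before compound, then infected with HCVcc-Cre virus (~0.5 moi). After 44 h further culture, infection was read as luciferase luminescence following a 15 min substrate incubation at room temperature.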
The depositor's hits bear a star; u = inconclusive; x = no result given; [ ] = remark or other dose. Unless noted, calls come from the whole dose curve; as a rule, active = well fitted curve in the direction sought with a large enough effect; inconclusive = small, poorly fitted or top-dose-only effect, or another doubt; inactive = no such curve, though single readings can be large; an effect the other way counts as inactive or inconclusive.

SMILES	Shiga toxin inh	Pf growth 48h	FBPA Giardia inh	Pf growth 96h	CHX counter	HCV inhibitor
Cc1ccnc(NS(=O)(=O)c2ccc(N3C(=O)C4CCCCC4C3=O)cc2)n1 (stereo not drawn)	-3	8%	u	8%	-6	11%
CCNc1c(NS(=O)(=O)c2ccc(OC)cc2)c(=O)oc2ccccc12	31	-33%	5%	u	8	-8%
O=C(CN1C(=O)COc2ccc(S(=O)(=O)N3CCCCC3)cc21)NCc1ccccc1Cl	-4	7%	11%	u	9	-8%
COc1ccc(-n2c(SCCC#N)nnc2-c2cc(Cl)ccc2OC)cc1Cl	-3	-14%	16%	x	10	0%
COc1ccc(OC)c2sc(NC(=O)c3ccc(Br)s3)nc12	3	17%	-1%	33%[activator]	-3	3%
CCOc1cc(Br)c(Br)c(C=Nc2ccc(NC(C)=O)cc2)c1O	-8	16%	-1%	-4%	-8	6%
CC(C)(C)n1nnnc1C(c1ccccc1F)N(Cc1ccco1)CC1CCCO1 (stereo not drawn)	9	13µM*	-3%	-18%	9	-1%
COc1ccc(N(CC(=O)NCCSCc2ccc(C)cc2)S(=O)(=O)c2ccccc2)cc1	-6	-17%	1%	u	0	u
COc1cc(CN2CCC(CCC(=O)NC3CC3)CC2)cc(Cl)c1OC	x	-15%	2%	0%	-4	-3%
COC(=O)c1ccc(CNC(=O)c2c3c(nc4ccccc24)CCN(Cc2ccccc2)C3)cc1	-5	u	-1%	u	-2	-3%

In a second layout: 3 of the compounds above
mol | Shiga toxin inh | Pf growth 48h | FBPA Giardia inh | Pf growth 96h | CHX counter | HCV inhibitor
Cc1ccnc(NS(=O)(=O)c2ccc(N3C(=O)C4CCCCC4C3=O)cc2)n1 (stereo not drawn) | -3 | 8% | u | 8% | -6 | 11%
CCNc1c(NS(=O)(=O)c2ccc(OC)cc2)c(=O)oc2ccccc12 | 31 | -33% | 5% | u | 8 | -8%
O=C(CN1C(=O)COc2ccc(S(=O)(=O)N3CCCCC3)cc21)NCc1ccccc1Cl | -4 | 7% | 11% | u | 9 | -8%

Additional structures follow:
SMILES	Shiga toxin inh	Pf growth 48h	FBPA Giardia inh	Pf growth 96h	CHX counter	HCV inhibitor
COc1ccc(S(=O)(=O)N2CCCC2CNC(=O)C(=O)NCc2ccc3c(c2)OCO3)cc1 (stereo not drawn)	x	u	x	u	x	u
COc1ccc(CCNC(=O)c2cnc(C)cn2)cc1	18	u	x	u	14	7%
CCCn1nnc(NC(=O)/C=C/c2ccc(C(C)C)cc2)n1	21	u	5%	u	12	u
CCNC(=O)CC1C(=O)N(c2ccc(F)cc2)C(=O)N1CCC(C)C (stereo not drawn)	-3	4%	3%	-20%	-2	-7%
O=C(NC(=S)NCCOCc1ccc(Cl)cc1)c1cccnc1	-4	-16%	1%	u	8	-7%
Cn1c(O)c(C(=O)c2ccccc2F)c(=O)n(C)c1=O	1	-4%	0%	x	-1	5%
[O-]c1n[n+](-c2ccc(Cl)cc2)cc2ccccc12	6	-17%[5.75 µM]	-1%	u	-2	22%
COc1ccc(CCNCC(O)COc2ccc(OC)cc2C(C)(C)C)cc1 (stereo not drawn)	-10	2.3µM*	u	2.3µM*	-7	u
C=C1CCN(C(CC(C)C)C(=O)Nc2nc3ccc(Cl)cc3s2)S(=O)(=O)c2ccccc21 (stereo not drawn)	9	x	-1%	x	6	x
Cc1ccc(-c2cc(C(=O)Nc3ccccn3)c3ccccc3n2)o1	-7	u	-25%	u	2	-24%
O=C(O)CCC(=O)Nc1ccc(C(=O)OCC(=O)c2ccc(Cl)cc2)cc1	79	88%[activator]	5%	0%	15*	17%
COc1ccccc1OCCCN1C(=O)C(=O)c2cccc(C)c21	43	u	u	21%	13	-23%
COc1ccc(CN2C(=O)C(CC(C)C)Nc3ncnc(N4CCCCC4)c32)cc1 (stereo not drawn)	x	u	x	u	x	-24%
Cc1ccc(NC2CCCN(C(=O)c3ccccc3-c3ncc[nH]3)C2)cc1C (stereo not drawn)	12	-2%	x	2%	-5	3%
COc1ccc(OC)c(NC(=O)c2cccc(Cn3cc(Br)c([N+](=O)[O-])n3)c2)c1	-7	u	-2%	u	-1	u
CC1(C)CC(=O)C2=C(C1)OC(N)=C(C#N)C21CCN(Cc2ccccc2)CC1	-3	u	-28%	u	-4	11%
C=CCOC(=O)CCP(=O)(CCC(=O)OCC=C)c1ccccc1	-18	13%	6%	u	-3	4%
CC1O[C@@H](O[C@H](C)CC[C@@H](C)O)C(O)C[C@H]1O (stereo partly drawn)	x	4%	x	29%	x	10%
Cc1ccc2[nH]c(-c3ccccc3)cc(=O)c2c1	49	u	1%	u	30*	6%
Cc1nc(N2CCOCC2)[nH]c(=O)c1CCC(C)C	26	8%	4%	x	8	14%
COc1cccc(OCc2cc(C(=O)N3CCC(C(O)C(C)C)CC3)no2)c1 (stereo not drawn)	6	u	x	u	23	-12%
CN(Cc1ccccc1)C(=O)c1ccccc1NC(=O)C1=CSCCO1	-5	-1%	x	0%	1	-8%
CSc1nc(N2CCOCC2)cc(N2CCOCC2)n1	-6	9%	2%	1%	1	u
O=C(NCCc1ccc(Cl)cc1)c1ccc2ccccc2n1	70*	24%	-20%	38%[activator]	22*	3%
COC(=O)C1CCN(C(=O)COC(=O)Cc2c[nH]c3ccccc23)CC1	-6	x	-4%	39%[activator]	5	3%
Cc1[nH]c2ccccc2c1C(=O)CSc1ccc(Cl)cc1	58	u	0%	u	11	-18%
O=C(Nc1cccc(S(=O)(=O)C(F)F)c1)c1ccc(S(=O)(=O)N2CCCC2)cc1	-3	-21%	-6%	-12%	-4	5µM*
CCN(CC(=O)O)S(=O)(=O)c1cc(Cl)ccc1Cl	-2	7%	10%	13µM*	-2	-6%
COCCNC(=S)N1CCC(C(=O)c2ccc3c(c2)OCCO3)CC1	74	54%[activator]	4%	-15%	46*	-19%
CC(C)c1ccc(OCC(=O)NCCO)cc1	93*	148%[activator]	2%	13%	53*	8%
COc1ccc(-c2nnc(NC(=O)c3c(OC)cccc3OC)s2)cc1	33	0%	6%	133%[activator]	1	-22%
CSCCC(NC(=O)C1CC1)c1nc2ccccc2[nH]1 (stereo not drawn)	78	10%	-5%	-2%	-7	13%
COC(=O)COc1ccc(=O)n(-c2ccccc2)n1	-13	7%	3%	x	-4	11%
CCOC(=O)c1cnc2nc(Cc3ccccc3)[nH]n2c1=O	-11	9%	4%	7%	-2	10%
CC(=O)Nc1ccc(N2CCOCC2)c(C(=O)Nc2cccc(C)c2)c1	-9	9%	5%	37%[activator]	-4	u
COc1cccc(C(C(=O)NC2CCCC2)N(C(=O)c2ccco2)C2CC2)c1OC (stereo not drawn)	35*	-1%	0%	62%[activator]	-2	6%
COc1cc(/C=C/C(=O)O)ccc1OS(=O)(=O)c1c(C)c(C)cc(C)c1C	x	10µM*	x	-71%	x	12%
O=C(NCc1ccccc1)c1cccnc1N1CCOCC1	10	-1%	2%	x	-2	6%
COc1ccc(N2CCn3c2nc2c3c(=O)n(CCCc3ccccc3)c(=O)n2C)cc1	-11	7%	8%	u	-2	x
Cc1nn(-c2ccccc2)c(Cl)c1/C=N/NC(=O)c1ccc(NS(=O)(=O)c2cccs2)cc1	32	u	4%	-8%	20*	x

Structures shown so far with bromine, in the order listed:
SMILES	Shiga toxin inh	Pf growth 48h	FBPA Giardia inh	Pf growth 96h	CHX counter	HCV inhibitor
COc1ccc(OC)c2sc(NC(=O)c3ccc(Br)s3)nc12	3	17%	-1%	33%[activator]	-3	3%
CCOc1cc(Br)c(Br)c(C=Nc2ccc(NC(C)=O)cc2)c1O	-8	16%	-1%	-4%	-8	6%
COc1ccc(OC)c(NC(=O)c2cccc(Cn3cc(Br)c([N+](=O)[O-])n3)c2)c1	-7	u	-2%	u	-1	u

Carrying on:
SMILES	Shiga toxin inh	Pf growth 48h	FBPA Giardia inh	Pf growth 96h	CHX counter	HCV inhibitor
COc1cc2c(cc1OC)C(c1ccncc1)CC(=O)N2 (stereo not drawn)	-17	12%	-9%	x	-4	30%
COc1cc(/C=N/NC(=S)NCCc2ccccc2)cc(OC)c1OC	26	4%	16%	u	-4	-27%
O=C(CSc1nnc(CNC(=O)c2ccc(F)cc2)o1)NCc1ccc(F)cc1	-7	66%[activator]	x	16%	7	u
COC(=O)CNC(=O)c1cc(-c2ccncc2)nc2ccccc12	10	-41%	1%	0%	7	3%
CCn1c(SC(C)C(=O)Nc2ccc3c(c2)OCCO3)nnc1C1CC1 (stereo not drawn)	x	-4%	x	4%	x	1%
Cc1cc(OCC(=O)OCC(=O)c2ccc[nH]2)ccc1Cl	x	-2%	x	0%	x	9%
CCOC(=O)C(=O)Nc1cc(C)on1	80*	170%[activator]	5%	-3%	72*	10%
CN(C)c1ccc(P(=O)(Nc2cccc(C(F)(F)F)c2)N2CCOCC2)c(NC(=O)c2cccs2)c1 (stereo not drawn)	12	u	-12%	u	-2	6%
Cc1ccc(-c2noc(CN3CCN(Cc4ccccc4)CC3)n2)cc1	41	10%	-2%	x	10	-5%
CCOCCCNC(=O)CCN1C(=O)c2ccccc2Sc2ncccc21	-2	x	-1%	u	-2	11%
CCC(=O)Nc1cc(C)c(NC(=O)c2ccccc2OC)cn1	-7	30%	-9%	57%[activator]	1	13%
FC(F)(F)c1cc(C(F)(F)F)c2ccc(N3CCN(c4ncccn4)CC3)nc2n1	-3	58%[activator]	0%	37%[activator]	-4	x
CCCN1C(=O)C(O)(C/C(C)=N/O)c2ccccc21 (stereo not drawn)	-3	16%	0%	2%	-2	7%
CCCCN(C)CCCNC(=O)C1(O)c2ccccc2NC(=O)N1c1ccc(Cl)cc1 (stereo not drawn)	-4	3%[0.00184 µM]	1%	4.1µM*	-3	12%
O=C(NCc1ccco1)C1CCC(CNS(=O)(=O)c2cccc3cccnc23)CC1 (stereo not drawn)	-10	x	4%	-16%	-5	-1%
CCOc1ccc(-c2nc(-c3ccncc3)no2)cc1OCC	40*	22%	3%	x	17*	-2%
COC(=O)c1c(C)nn(-c2ccccc2)c1-n1cccc1	-12	x	9%	u	-7	-11%
O=S(=O)(c1ccc(S(=O)(=O)N2CCN3CCCC3C2)cc1)N1CCCC1 (stereo not drawn)	-2	-23%	0%	0%	-4	-11%
O=C(Nc1ccc2c(c1)OCO2)C(c1ccccc1)N1CCCCC1 (stereo not drawn)	-2	x	3%	-15%	-2	-2%
CCCCOc1ccc(C(=O)NCC(=O)N2CCN(C(=O)c3ccco3)CC2)cc1	x	u	x	u	x	-8%
N#Cc1nc(COc2ccc(Br)cc2)oc1N1CCN(Cc2ccccc2)CC1	33	20%	-5%	26%	-1	u
CN1CCN(C(=O)/C(=C/c2cccs2)NC(=O)c2cccs2)CC1	-9	0%	-2%	-16%	1	3%
COc1ccc(NC(=O)c2ccc3ccccc3n2)cc1S(=O)(=O)Nc1ccccc1Cl	-11	u	7%	u	4	u
CC(C)C(CCN1C(=O)CCC1=O)C1CCOC(C)(C)C1 (stereo not drawn)	0	10%	6%	u	-3	-3%
CC/C(=N\NC(=O)c1c(C)nc2ccccn12)c1ccc(Cl)cc1	-2	u	3%	-7%	6	-10%
CCOc1ccccc1C(=O)Oc1cc(C)[nH]c(=O)c1[N+](=O)[O-]	-5	-15%	-5%	0%	4	4%
O=C(N/N=C/c1ccc(O)cc1)c1cc(C2CC2)[nH]n1	-30	7%	x	14%	12	12%
Cc1nnc(SCC(=O)Nc2cccc(S(N)(=O)=O)c2)n1-c1ccccc1	-3	10%	x	-3%	1	10%
Cc1nc2ccc(S(=O)(=O)c3ccc4nc(C)[nH]c4c3)cc2[nH]1	-3	13%	20%	u	1	4%
Cc1c(F)cccc1NC(=O)c1ccc2c(c1)CCN2S(C)(=O)=O	165*	u	15%	3%	8.9*	-3%
CCC(=O)N1CCN(c2ccc(NC(=O)c3ccc(-c4ccccc4)cc3)cc2)CC1	-18	x	7%	u	0	x
